IDE cell activ = boosts human insulin-degrading enzyme activity in HEK cells | FAbeta-B cleavage, fluorescence polarization; 0% vehicle, 100% cell-free pure enzyme wells | activation, % at 5.96 µM | 0.073% of 340,000 active;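 active = activation above the mean of all tested compounds plus 3 SD, set per screening campaign, cut at about 17% in these data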
VIM-2 inh = blocks Pseudomonas aeruginosa VIM-2 metallo-beta-lactamase; purified VIM-2, nitrocefin hydrolysis, epi-absorbance fluorescence; 0.89% of 290,000 active; inhibition, % at 5.6 µM; AID 1527;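 active = inhibition above the mean of all tested compounds plus 3 SD, cutoff set per screening run, cut at about 7.5% in these data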;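 note: red hydrolysis product quenches plate fluorescence so inhibitors raise well fluorescence; 0% = enzyme with DMSO and 100% = DMSO without enzyme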
NALP1 yeast inh = inhibitors of NALP1 inflammasome in yeast; S. cerevisiae NALP1/ASC/caspase-1 growth, X-gal OD620, 72 h; inhibition, % at 10 µM; 0.61% of 280,000 active; in the data active = inhibition mostly above about 24%, no sharp cut-off; inactive = mostly below about 32%; note: some compounds called inactive have numbers as strong as hits
M18AAP inhibitor = PfM18AAP enzyme inhibition; recombinant PfM18AAP, H-Glu-NHMec fluorogenic cleavage; inhibition, % at 7.35 µM; 1.2% of 290,000 active; AID 1822;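 active = inhibition above the campaign mean inhibition over all tested compounds plus 3 SD, cut at about 28% in these data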;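 note: 0% = plate median of test compound wells and 100% = 2 mM ZnCl2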
IMP-1 inhibitor = inhibitors of Pseudomonas aeruginosa IMP-1 metallo-beta-lactamase. purified IMP-1, nitrocefin hydrolysis, epi-absorbance fluorescence. inhibition, % at 5.6 µM. 0.45% of 290,000 active;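 active = inhibition above the mean plus 3 SD of all compounds in the same screening run, cut at about 4.5% in these data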;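 note: 0% = IMP-1 with DMSO and 100% = DMSO wells lacking enzyme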
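Assay system: purified IMP-1; Quantity: IMP-1 0.2 nM before substrate addition; Medium: HEPES buffer pH 7.1 with ZnSO4 and Brij 35; Incubation: 15 min enzyme–compound preincubation, then 25 min nitrocefin reaction, 25 °C; Signal: fluorescence quenching readout, ex 480/em 530 nm; Controls: DMSO with and without IMP-1; Repeats: singlicate testing.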
GPR7 antag = human neuropeptides B/W receptor 1 antagonism. P48145. GPR7-expressing cells, fluorescence antagonist assay. inhibition, % at 4.4 µM. 1.1% of 290,000 active. AID 1861; in the data active = inhibition above about 16%, passing the limit was not always enough;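 note: cells stimulated with the agonist NPW; 0% = agonist with vehicle and 100% = vehicle without agonist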
Target sequence (P48145 whole entry, looked up): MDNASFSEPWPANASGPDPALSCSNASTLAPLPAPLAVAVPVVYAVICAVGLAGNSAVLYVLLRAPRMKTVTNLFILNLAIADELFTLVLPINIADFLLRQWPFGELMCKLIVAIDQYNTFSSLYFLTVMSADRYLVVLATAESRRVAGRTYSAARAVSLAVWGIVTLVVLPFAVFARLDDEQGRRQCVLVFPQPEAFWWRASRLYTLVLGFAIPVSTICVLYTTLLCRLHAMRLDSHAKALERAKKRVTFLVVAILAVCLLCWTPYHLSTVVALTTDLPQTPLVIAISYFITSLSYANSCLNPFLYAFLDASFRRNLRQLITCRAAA
pCIP destab = lowers stability of the mouse p/CIP coactivator protein. Q05BA5. F442A p/CIP-EGFP cells, EGFP fluorescence, 16 h. decrease of EGFP signal, % at 10 µM. 0.01% of 290,000 active;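 active = EGFP signal decrease of at least 30% at 10 µM or well 3 SD below plate mean, unless failing retest; inactive = the rest, including hits failing retest or dose response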; note: some compounds called inactive have numbers as strong as hits; many of its hits are not listed in these tables
PHOSPHO1 block = blocks human PHOSPHO1 phosphatase activity | Q8TCT1 | recombinant PHOSPHO1, absorbance phosphatase assay | inhibition, % at 13.3 µM | 1.1% of 290,000 active; in the data active = inhibition above about 60%
Target sequence (Q8TCT1 whole entry, looked up): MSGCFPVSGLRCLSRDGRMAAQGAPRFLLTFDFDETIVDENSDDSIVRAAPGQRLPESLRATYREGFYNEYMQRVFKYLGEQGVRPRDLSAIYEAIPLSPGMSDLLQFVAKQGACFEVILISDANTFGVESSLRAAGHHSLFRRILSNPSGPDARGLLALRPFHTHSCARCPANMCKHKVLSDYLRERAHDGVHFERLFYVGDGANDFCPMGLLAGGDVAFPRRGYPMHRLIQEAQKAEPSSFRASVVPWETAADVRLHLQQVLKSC
IDE cell inh = inhibitors of human insulin-degrading enzyme in cells; 0.41% of 320,000 active; inhibition, % at 5.59 µM; AID 434962; HEK cells, FAbetaB cleavage, fluorescence polarization;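 active = percent inhibition above the average of all tested compounds plus 3 SD, set per screening campaign, cut at about 16% in these data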;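 note: IDE supplied by intact live HEK cells; FP after avidin binding of uncleaved biotin substrate so inhibition keeps polarization high; 0% = DMSO wells and 100% = 60 µM reference IDE inhibitor Ii1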
Numbers without * were called inactive; · = no result given. Random draw from the library; any-hit rate near 5.3%.

Results follow in this order: IDE cell inh, PHOSPHO1 block, pCIP destab, IMP-1 inhibitor, GPR7 antag, M18AAP inhibitor, IDE cell activ, VIM-2 inh, NALP1 yeast inh
> O=C(COc1ccc2ccccc2c1)NCC(=O)N/N=C/c1ccco1
    0.5, 6.7, -16.0, -4.0, -8.1, -7.0, 3.3, -2.5, 8.0
> CNS(=O)(=O)c1cc(N)ccc1C
    4.7, 6.6, 20.7, -1.0, 3.4, -17.6, -2.0, -1.1, -18.4
> O=C(NCCc1ccc(Cl)cc1)C1CCCN1C(=O)Nc1ccc(F)cc1 (centres undefined)
    1.8, 29.0, 7.6, 0.0, -9.3, 2.9, -1.3, -1.0, 6.3
> O=C(NCCC1=CCCCC1)C(=O)NCc1ccccc1Cl
    10.6, 4.6, -2.8, -2.6, -0.3, 11.1, 5.1, -4.1, -2.5
> CC(C)Oc1ccc(/C=N/NC(=O)c2nnn(-c3nonc3N)c2CN(C)C2CCCCC2)cc1
    -0.7, 39.9, 9.1, 0.0, -4.4, -7.8, -5.3, -0.2, 25.3
> Clc1ccccc1Cn1nc(-c2ccccc2)nc1-c1ccccc1
    -1.8, -6.8, -14.8, -1.5, -10.4, -3.4, 4.7, -1.6, 3.2
> CC(=O)Oc1ccc(N2C(=O)C3C(C2=O)C2(C)C=CC3(C)O2)cc1 (centres undefined)
    2.0, -9.6, -5.8, ·, ·, ·, ·, ·, -10.5
> COc1cccc(C(=O)N(Cc2nc(-c3cccc(C)c3)no2)C(C)C)c1OC
    1.0, -3.4, -2.9, -3.2, -12.2, 3.5, -5.5, -2.0, 18.9
> COC(=O)c1ccc(Cn2nnc3ccccc32)cc1
    5.8, 33.4, 2.0, 0.2, 4.3, -6.5, 4.6, 1.1, ·
> O=C(Cn1c(NCCO)nc2ccccc21)c1ccc(Cl)cc1
    -0.8, -10.8, 20.9, -0.3, 1.9, -11.2, 0.9, 0.3, 16.9
> COc1cccc(N(CC(=O)N2CCN(C)CC2)S(=O)(=O)c2ccc(C)cc2)c1
    2.2, 0.0, -11.4, -2.6, -5.6, 3.6, 3.0, 0.0, -11.7
> COc1ccc(NC(=O)N2CCOCC2)cc1
    0.4, 35.6, -7.5, -5.0, -10.3, 4.2, 2.9, -2.2, 14.1
> COc1ccc(-c2nnc(SCc3csc(N)n3)n2C)cc1
    6.5, 73.4*, 0.7, -5.8, -10.0, 0.6, -4.5, -2.9, -1.6
> Cc1nc(NC(=O)c2csc3ccccc23)sc1C
    -2.5, -8.1, -6.8, -2.1, -3.7, 1.4, 1.4, -3.1, -6.5
> COc1ccc(NC(=O)CCN2CCN(S(=O)(=O)c3ccc(C(C)C)cc3)CC2)cc1
    -0.5, 7.1, -3.2, -2.2, 1.1, -0.1, 1.5, -0.3, 10.7
> O=C(NCCNS(=O)(=O)c1cccc(C(F)(F)F)c1)c1cc(OCC(F)(F)F)ccc1OCC(F)(F)F
    -3.0, 41.7, 2.8, -1.6, 2.9, 0.1, 3.7, -1.7, -0.9
> CC(C)OCCCNC(=O)c1cn(C)c2ccc(S(=O)(=O)N(C)C3CCCCC3)cc2c1=O
    0.2, 31.5, 0.5, -1.6, -0.1, 0.6, 2.4, -0.6, 15.7
> CCOC(=O)c1oc2cc(O)c(CC)cc2c(=O)c1-c1cscn1
    3.3, 24.1, -2.5, -1.7, -11.3, -1.2, 4.3, -3.5, -9.1
> COc1ccc(/C=C2\SC(=O)N(CC(=O)Nc3ccc(O)cc3)C2=O)cc1OC
    ·, 28.3, -3.6, 0.0, 0.9, 0.3, -4.8, -1.3, 12.8
> CC(C)(C)C(=O)Nc1ccccc1C(=O)Nc1ccccn1
    5.5, -3.2, -2.5, -5.4, -6.0, 0.3, 1.6, -1.9, 32.3
> C=CCNC(=O)c1nn2cccnc2c1Cl
    -5.7, -10.0, -2.7, -3.8, -14.3, -2.3, 2.0, -3.5, 6.3
> COc1ccc(N(CC(=O)Nc2ccc(F)c(F)c2)S(=O)(=O)c2c(C)n[nH]c2C)cc1
    0.0, 32.9, -1.4, -1.1, 8.7, 0.9, 3.9, -4.0, -2.3
> CCCN1C(=O)CC(C(=O)OC)=C1C
    2.4, 23.8, -1.1, -3.1, -7.0, -2.9, 5.9, -1.5, 10.9
> CCCc1[nH]nc2c1C(c1ccsc1)C(C#N)=C(N)O2 (centres undefined)
    -0.1, 36.7, -0.8, -2.6, -4.7, -12.2, -2.2, 2.0, 10.3
> Cc1ccc(S(=O)(=O)N2CC(O)CC2C(=O)OCC(=O)c2ccccc2Cl)cc1C (centres undefined)
    -1.3, 9.4, 10.5, -2.8, -9.0, -4.8, -1.6, -4.8, ·
> CCOc1ccccc1CNC(=O)C1CCN(C(=O)c2sccc2-n2cccc2)CC1
    0.5, 20.9, -3.8, -0.7, 3.4, -7.1, -1.3, -1.8, 16.3
> O=C(Nc1ccccc1)c1cc2n(n1)C(C(F)(F)F)CC(C1CC1)N2 (centres undefined)
    1.5, -7.1, -4.0, -3.3, -4.3, 3.1, -3.9, -3.9, -6.3
> CCOC(=O)N1CCN(Cc2nc(-c3ccccc3)no2)CC1
    3.0, 10.0, 5.2, -0.4, -4.8, -4.2, 3.5, 0.6, 4.3
> O=C(NCCCn1ccnc1)c1cc(-c2ccncc2)nc2ccccc12
    5.0, 31.9, -5.5, -1.4, -0.1, 7.9, 6.3, 11.3*, -0.9
> CC1=NN(C(N)=S)C(=O)C1N=Nc1ccccc1 (centres undefined)
    0.0, 12.2, 22.0, -2.1, -4.6, -3.8, 1.0, -3.1, 17.2
> O=C(/C=C/c1cccs1)NC(=S)NNC(=O)Cc1cccs1
    1.7, -7.3, -0.8, -5.0, -6.2, 8.4, -0.1, -2.5, -56.3
> O=C(NC1CCC(=O)N(CCSc2ccccc2)CC1)OCc1ccccc1 (centres undefined)
    3.7, 9.6, 1.3, -2.6, 13.5, 5.1, 3.1, -1.9, 3.5
> COc1ccc(NC(=S)Nc2cc(-c3ccccc3)[nH]n2)cc1Cl
    4.9, 69.2*, -2.5, -3.2, -10.7, 13.2, 0.9, -4.6, 28.9
> O=C(O)c1cc(NC(=O)C2CCCO2)cc(C(=O)O)c1 (centres undefined)
    -2.6, ·, 12.5, 0.0, -5.9, 1.1, -2.5, -0.7, -30.7
> CCc1n[nH]c(=S)n1/N=C/C(C)=C\c1ccccc1
    -3.7, -110.6, -3.8, -2.2, -5.7, -10.2, -17.6, 57.3*, 10.5
> Cc1ccc(S(=O)(=O)NCC(=O)N(CC(=O)NCc2ccco2)Cc2cccs2)cc1
    5.2, 38.2, -7.2, -1.7, -2.2, 3.1, -5.2, -3.9, -3.2
> CCCS(=O)(=O)N1CCC(C(=O)NCc2ccc(F)cc2)CC1
    1.9, 2.3, -3.9, 1.9, -4.0, 22.2, 3.3, 0.1, 16.0
> COc1cc(/C=N/NC(=O)c2[nH]nc3c2CCc2ccccc2-3)ccc1O
    7.2, 7.4, -5.2, -5.7, -5.4, 6.9, 3.5, -4.5, -14.2
> Nn1c(COc2ccccc2)nc2ccccc2c1=O
    2.5, 3.3, -6.0, 0.9, -9.0, -2.7, 1.0, -0.5, 18.0
> Cc1ccc(CNC(=O)c2ccc(OCC(C)C)cc2)n1C
    ·, 19.7, -0.5, -2.9, -11.3, 21.0, -0.7, -5.0, 9.0
> CCN(CC(=O)NCc1ccc(F)cc1)Cc1cc(=O)n2ccsc2n1
    -0.7, 15.5, -11.6, 7.6*, -5.6, 1.6, 5.5, -4.3, -17.7
> CC1C2=C(CCCC2=O)N(c2cccc3ccccc23)C2=C1C(=O)CCC2
    ·, ·, ·, -5.1, -13.9, -4.0, ·, -1.3, ·
> COc1ccc(-n2nnnc2SCC(=O)Nc2ccccc2F)cc1
    5.5, 39.1, -10.9, -4.7, 8.1, 0.2, 2.7, -0.7, -1.7
> COc1ccc(N(Cc2cc(=O)[nH]c3ccccc23)C(=O)c2ccco2)cc1
    4.6, 22.6, -1.7, -6.5, -12.4, -3.8, -15.7, -3.8, 25.9
> CCOC(=O)N/N=C\C=C\c1ccco1
    8.9, -4.0, 4.0, -2.1, 4.2, 14.2, -0.8, -6.5, 16.6
> O=C(CSc1cccc[n+]1[O-])Nc1cc([N+](=O)[O-])ccc1Cl
    -0.7, 8.4, 15.4, -1.5, -12.8, -1.1, 5.3, -1.8, 14.3
> Cc1ccc(-c2cnc3c(Cl)c(C)nn3c2)cc1
    2.3, 4.0, 4.9, -3.5, 6.3, -14.2, 3.0, -0.2, 8.9
> CCCn1nnc(NC(=O)Cc2ccc(Cl)cc2)n1
    2.9, 2.5, -1.7, -3.0, 10.2, 1.3, 1.6, -3.8, -52.1
> COc1ccccc1/C=C/C=N/NC(=O)c1ccc2nc[nH]c2c1
    -1.6, -10.0, -11.2, -3.5, 1.0, 4.7, ·, -3.3, -8.1
> Cn1c(=O)c2c(SCC(=O)Nc3ccccc3F)nc(-c3ccccc3F)nc2n(C)c1=O
    0.4, 27.6, -1.8, 0.8, -12.1, -2.0, 2.1, -0.9, 4.4

Other records follow.
Results follow in this order: IDE cell inh, PHOSPHO1 block, pCIP destab, IMP-1 inhibitor, GPR7 antag, M18AAP inhibitor, IDE cell activ, VIM-2 inh, NALP1 yeast inh
> Cc1occc1C(=O)NCc1ccc2c(c1)OCO2
    -0.6, 10.0, -2.1, -2.4, -11.7, 6.9, 6.0, -3.7, 17.7
> CCNC(=O)CC1C(=O)N(c2ccc(C)cc2)C(=O)N1Cc1ccccn1 (centres undefined)
    -1.2, -18.5, -10.3, -3.0, -8.5, -2.7, 7.3, -2.1, 0.6
> Cc1ccc(CCNC(=O)C2CCCN(C(=O)c3cc4sccc4n3C)C2)cc1 (centres undefined)
    -1.8, 10.5, 7.0, -3.1, -9.7, -0.1, 2.9, -3.4, 10.3
> CCOc1ccc2cc(C3CC(c4ccco4)=NN3S(C)(=O)=O)c(Cl)nc2c1 (centres undefined)
    10.8, 2.1, -10.4, -2.1, -16.2, 3.3, 1.2, -2.6, -1.4
> CCc1c(C)sc(NC(=S)N2CC(C)OC(C)C2)c1C(=O)OC (centres undefined)
    -1.3, 14.0, -10.7, -2.7, -14.9, 6.1, 0.2, -2.2, -1.5
> O=C(NCc1ccccc1Cl)C1CCC(CNc2c(N3CCOCC3)c(=O)c2=O)CC1 (centres undefined)
    3.0, 12.9, 2.8, -1.9, -8.8, -6.9, 4.3, -0.2, ·
> COc1cc2c(cc1OC)C(c1ccco1)CC(=O)N2 (centres undefined)
    0.5, -18.1, -15.4, -3.8, -5.3, 4.0, 1.0, -0.2, 19.0
> O=C(CSc1nnc2ccccn12)c1ccc(OC(F)F)cc1OC(F)F
    -2.7, 20.8, -6.6, -3.9, -10.0, -4.1, 6.9, -1.8, -3.6
> CO/N=C/CC(=O)c1ccc(-c2ccccc2)cc1
    3.6, -13.2, 1.9, -1.0, 4.5, 4.0, -4.8, -0.3, 7.2
> CS(=O)(=O)N(CC(=O)Nc1ccc(S(=O)(=O)N2CCCC2)cc1)c1ccccc1F
    5.0, -14.6, -8.7, -2.3, 0.1, 1.6, 4.0, -2.9, 21.5
> CCCCN1CC(=O)N2[C@H](c3ccc(OC)cc3)[C@@H]3C(=O)N(CC)C(=O)[C@@H]3[C@]2(Cc2ccccc2)C1=O
    -0.3, -1.7, -2.2, -4.6, -3.2, 4.6, 3.6, -1.1, -1.7
> Cc1[nH]c2ccccc2c1CCCO
    ·, 28.5, -3.3, -2.3, -12.0, 2.9, ·, -2.6, 7.9
> CC1CCCN(CCC(=O)Nc2ccccc2)C1 (centres undefined)
    -6.9, 44.9, -20.3, -3.1, -2.8, -0.8, 0.0, -4.6, 12.9
